Screening results (PubChem BioAssay)
ADAM17 inh: ADAM17 inhibition, QFRET primary screen; P78536; inhibition, % at 6.95 µM; recombinant ADAM17, EDANS/DABCYL FRET peptide cleavage; AID 720648; 370,000 compounds, 0.83% hits;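 active means inhibition above the mean of compounds lying between control limits plus 3 SD, set per campaign, cut at about 8.5% in these data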;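 further: 0% = DMSO-only wells as the low control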
Tn6 DDE FP: DD(E)-Tn6 binding inhibition, primary FP screen. Fibrin DD(E) TRITC-Tn6 fluorescence polarization displacement. 370,000 compounds, 0.21% hits. P02675. inhibition, % at 8.3 µM;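 active means inhibition above a per-campaign cutoff: mean of compounds within control limits plus 3 SD, cut at about 15% in these data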;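 further: 0% = median of all compound wells on the plate and 100% = blocking peptide control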
Target sequence (P02675 whole entry, looked up): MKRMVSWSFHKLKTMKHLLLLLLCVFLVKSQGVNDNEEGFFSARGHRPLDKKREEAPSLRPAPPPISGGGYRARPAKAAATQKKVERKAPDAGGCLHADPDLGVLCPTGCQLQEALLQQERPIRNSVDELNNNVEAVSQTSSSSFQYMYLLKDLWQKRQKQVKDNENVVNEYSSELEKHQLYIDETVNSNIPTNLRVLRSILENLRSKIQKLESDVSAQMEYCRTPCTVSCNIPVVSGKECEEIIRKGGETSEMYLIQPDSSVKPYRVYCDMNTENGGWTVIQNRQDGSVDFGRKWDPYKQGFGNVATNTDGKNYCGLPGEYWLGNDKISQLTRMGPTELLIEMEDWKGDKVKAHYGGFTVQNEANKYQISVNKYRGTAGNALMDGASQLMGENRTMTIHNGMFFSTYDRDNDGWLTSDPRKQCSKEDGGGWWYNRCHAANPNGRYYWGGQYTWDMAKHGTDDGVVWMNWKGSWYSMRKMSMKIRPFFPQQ
PLCg1 inh: PLC-gamma1 (human) inhibition, primary screen. AID 720700. purified PLC-gamma1, fluorogenic substrate, fluorescence. 370,000 compounds, 0.84% hits. inhibition, % at 12.2 µM; in the data active means inhibition above about 9.5%
proKLK7 act: proKLK7 (human) activation, primary screen; P49862; 370,000 compounds, 0.9% hits; purified proKLK7, EDANS-DABCYL substrate fluorescence; 100% is mature enzyme control, 0% vehicle; activation, % at 7 µM;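 active means activation above the mean of all tested compounds plus 3 SD, computed per campaign excluding outliers beyond control limits, cut at about 13% in these data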
PLCb3 inh: inhibitors of human phospholipase C beta3; AID 720704; Purified PLC-beta3, fluorogenic substrate, fluorescence; inhibition, % at 12.2 µM; Q01970; 370,000 compounds, 0.18% hits; in the data active means inhibition above about 11%;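 further: 0% = median of compound wells on plate and 100% = full blocker control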
UHRF1 binding: blocks human UHRF1 binding to methylated DNA; Q96T88; UHRF1 binding to methylated oligo, TR-FRET; inhibition, % at 4.4 µM; 370,000 compounds, 0.75% hits; AID 687016; in the data active means inhibition above about 21%;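 further: UHRF1 SRA domain binding a hemimethylated CpG hairpin DNA probe; 0% = median of test compound wells and 100% = reference inhibitor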
MBD2 DNA inh: MBD2-methylated oligo binding inhibition; inhibition, % at 4.4 µM; 370,000 compounds, 0.31% hits; AID 686964; TR-FRET, MBD2 binding to methylated oligonucleotide; Q9UBB5; in the data active means inhibition above about 13%
Tn7 DDE FP: inhibitors of Tn7 peptide binding to human fibrin DD(E); P02675; FP displacement of FITC-Tn7 peptide from fibrin DD(E); 0% = median of compound wells per plate; inhibition, % at 8.3 µM; 370,000 compounds, 0.13% hits;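 active means inhibition above the mean of compounds falling within the control limits plus 3 SD of them, cut at about 14% in these data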;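 further: 0% = plate median of compound wells and 100% = 10 µM Aha-Tn7 peptide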
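Assay system: Fibrin-DD(E) protein isolated from polymerized human fibrin clots; read-out basis: percent inhibition; medium: Tris/NaCl/CaCl2 buffer, pH 7.8; signal: FP measurement; incubation: 10 min plus 3 h, room temperature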
ARFGAP1 inhibitor: rat ARFGAP1 inhibition. Q62848. Arfgap1-stimulated ARF1 GTP hydrolysis, GDP FP detection. inhibition, % at 16.5 µM. 360,000 compounds, 0.26% hits. AID 651572;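 active means inhibition above a per-plate limit, mean inhibition of low control wells plus 3 SD, cut at about 25% in these data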;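 further: 0% = DMSO wells with enzyme and 100% = wells lacking Arfgap1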
Target sequence (Q62848 1-136 limits assumed): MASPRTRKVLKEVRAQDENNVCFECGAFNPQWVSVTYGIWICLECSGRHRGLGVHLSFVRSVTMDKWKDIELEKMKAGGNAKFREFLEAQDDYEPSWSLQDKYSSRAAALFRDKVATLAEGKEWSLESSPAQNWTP
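Assay system: Rat Arfgap1 GAP domain (His6, aa 1-136), purified enzyme | Buffer or medium: HEPES 25 mM pH 7.5, NaCl 150 mM, MgCl2, DTT | Schedule: GTP hydrolysis reaction 2 h at 25 °C | Signal: FP of antibody-bound GDP Alexa 633 tracer, ex 620/em 688 nm | Measure: Percent inhibition of Arfgap1-stimulated GTP hydrolysis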
ASAP1 GAP inh: ASAP1 ArfGAP inhibition; Q9ULH1; ASAP1-stimulated ARF1 GTP hydrolysis, GDP FP detection; inhibition, % at 16.5 µM; 360,000 compounds, 0.19% hits; AID 624377; in the data active means inhibition above about 25%;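 further: 0% = vehicle with enzyme and substrate and 100% = no enzyme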
Target sequence (Q9ULH1 325-724 limits assumed): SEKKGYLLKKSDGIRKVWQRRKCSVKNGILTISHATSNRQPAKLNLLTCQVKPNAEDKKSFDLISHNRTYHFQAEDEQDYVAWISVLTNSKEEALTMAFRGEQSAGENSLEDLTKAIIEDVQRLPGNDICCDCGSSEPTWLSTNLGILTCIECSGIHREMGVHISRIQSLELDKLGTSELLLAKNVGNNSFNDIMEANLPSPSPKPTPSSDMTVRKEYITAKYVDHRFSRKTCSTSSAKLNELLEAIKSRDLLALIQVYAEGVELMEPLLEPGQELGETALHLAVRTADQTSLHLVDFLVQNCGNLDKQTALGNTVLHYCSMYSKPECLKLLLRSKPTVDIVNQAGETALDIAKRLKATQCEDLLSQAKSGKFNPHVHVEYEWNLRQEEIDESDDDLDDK
* = called active by the depositor; i = inactive; x = no result given.

SMILES | ADAM17 inh | Tn6 DDE FP | PLCg1 inh | proKLK7 act | PLCb3 inh | UHRF1 binding | MBD2 DNA inh | Tn7 DDE FP | ARFGAP1 inhibitor | ASAP1 GAP inh
Cc1cc(SCC(=O)Nc2c(C)n(C)n(-c3ccccc3)c2=O)nc2ccccc12 | -6 | -1 | 1 | 0.0 | -7 | 4 | -4 | -4 | -12 | 12
CC(C)CC(=O)Nc1ccc(C(=O)COC(=O)C2CC(=O)N(Cc3ccccc3)C2)cc1 (configuration not stated) | 3 | -7 | 0 | 0.2 | -4 | 0 | 1 | -5 | 9 | 10
COc1ccc(NC(=S)Nc2ccc(S(N)(=O)=O)cc2)c(C)c1 | 0 | 5 | 1 | 0.8 | 5 | 0 | -1 | -2 | 2 | -4
C[C@@H]1O[C@@H](O[C@@H]2C(=O)c3c(O)cc(O)cc3O[C@H]2c2ccc(O)c(O)c2)[C@H](O)[C@H](O)[C@H]1O | 0 | -4 | 2 | 0.7 | 3 | -2 | -1 | 0 | 4 | -7
Cc1ccc(CSc2nc3c(c(=O)[nH]2)CCC3)cc1 | 0 | -1 | 1 | -0.3 | 2 | 58* | 1 | 3 | 6 | -16
CC(=O)c1cc(C#N)c(N(C)Cc2ccccc2)nc1C | -4 | 3 | 0 | 0.5 | 0 | 0 | -2 | -2 | -2 | 1
CC1(C)CC(=O)C2=C(C1)Nc1ccccc1N1C(=O)c3ccccc3C21 (configuration not stated) | -4 | -6 | 6 | -0.5 | -1 | 4 | 7 | 4 | 12 | 4
Cc1cc(C(=O)CN2C(=O)NC3(CCCC3)C2=O)c(C)n1-c1ccc2c(c1)OCO2 | -4 | 0 | -2 | -1.6 | -3 | -4 | -1 | 1 | 14 | -12
Cc1ccc(NC(=O)Cn2c(=O)oc3ccccc32)c(C)c1 | -1 | -6 | 3 | 0.2 | 3 | 2 | -1 | -3 | 14 | -10
CNC(=O)C[C@H]1C(=O)N(c2ccc(Br)cc2)C[C@@H]1CSC | -2 | 1 | -1 | 0.3 | 1 | -1 | 2 | -10 | 1 | -11
CC(C)c1ccc(NC(=O)Nc2nc(C(N)CCc3ccccc3)cs2)cc1 (configuration not stated) | 1 | -7 | 5 | -0.8 | 6 | 1 | 3 | -2 | 12 | 3
COc1ccccc1NC(=O)CSc1nc2ccccc2nc1N1CC(C)OC(C)C1 (configuration not stated) | -3 | 4 | -7 | -0.1 | -8 | -1 | 2 | -5 | -2 | 18
Cc1cccc(C(C)C)c1NC(=O)c1ccc(OCC2CCCO2)cc1 (configuration not stated) | -7 | -1 | -1 | 0.7 | -1 | 6 | 2 | 3 | 7 | 2
Cn1c(=O)c(=O)n(C)c2cc(S(=O)(=O)N3CCN(Cc4ccc5c(c4)OCO5)CC3)ccc21 | -1 | -6 | 5 | 0.8 | 0 | 1 | 5 | 3 | x | x
C#CCOc1ccc(Br)cc1/C=N/O | 0 | -2 | -3 | 0.2 | -2 | -1 | -3 | 1 | -2 | -13
CCc1ccc2oc(-c3ccc(OC)cc3)cc(=Nc3cccc(C(=O)O)c3)c2c1 | i | 5 | -298 | -35 | -354 | 0 | 3 | 6 | -12 | 5
Cc1cc(Cl)ccc1Oc1nccc(N(C)C)c1C#N | -3 | 4 | -4 | -0.1 | -1 | 1 | 0 | 7 | -7 | -8
CCc1ccc(-n2c(SCC(=O)N3CCC(C(=O)O)CC3)nnc2-c2ccncc2)cc1 | -2 | 2 | 1 | 0.1 | -3 | 1 | 0 | 0 | 8 | 1
O=C(COc1ccc(-n2ccnc2)cc1)Nc1cccc(Cl)c1 | -1 | -1 | 2 | -0.3 | -2 | -1 | -2 | -3 | 3 | 10
CCCOc1ccccc1C(=O)N1CCNC(=O)C1CC(=O)OC(C)C (configuration not stated) | -3 | 0 | -2 | -0.3 | -7 | 2 | 4 | 1 | 2 | 5
Nc1c(C(=O)CSc2nnc(-c3ccccc3F)o2)c(=O)[nH]c(=O)n1C1CC1 | -1 | 6 | 3 | -0.2 | -2 | 14 | 6 | 5 | -6 | 1
CCOC(=O)C1CCN(C(c2cc3cc(C)cc(C)c3[nH]c2=O)c2nnnn2C2CCCCC2)CC1 (configuration not stated) | -20 | 4 | -15 | 2.2 | -20 | 0 | 2 | 8 | 38* | -3
COc1ccc(N2CCN(c3cncc(C)n3)CC2)cc1 | 1 | 0 | 0 | 0.9 | 5 | 0 | -1 | -6 | -3 | -7
CCC(C)c1ccc(O)c(NC(=O)c2cccnc2)c1 (configuration not stated) | -1 | 4 | 0 | 0.2 | 3 | 0 | 1 | -9 | -9 | 8
Cn1c(C(=O)NCCCN2CCCC2=O)cc2c(=O)n(C)c3ccccc3c21 | -12 | 4 | -6 | 0.9 | -5 | -1 | 2 | 0 | 2 | -4

Quoted at random: two records from the list
SMILES | ADAM17 inh | Tn6 DDE FP | PLCg1 inh | proKLK7 act | PLCb3 inh | UHRF1 binding | MBD2 DNA inh | Tn7 DDE FP | ARFGAP1 inhibitor | ASAP1 GAP inh
Cc1cc(C(=O)CN2C(=O)NC3(CCCC3)C2=O)c(C)n1-c1ccc2c(c1)OCO2 | -4 | 0 | -2 | -1.6 | -3 | -4 | -1 | 1 | 14 | -12
CCC(C)c1ccc(O)c(NC(=O)c2cccnc2)c1 (configuration not stated) | -1 | 4 | 0 | 0.2 | 3 | 0 | 1 | -9 | -9 | 8

In another format: results already given.
molecule	ADAM17 inh	Tn6 DDE FP	PLCg1 inh	proKLK7 act	PLCb3 inh	UHRF1 binding	MBD2 DNA inh	Tn7 DDE FP	ARFGAP1 inhibitor	ASAP1 GAP inh
Cc1cc(SCC(=O)Nc2c(C)n(C)n(-c3ccccc3)c2=O)nc2ccccc12	-6	-1	1	0.0	-7	4	-4	-4	-12	12
CC(C)CC(=O)Nc1ccc(C(=O)COC(=O)C2CC(=O)N(Cc3ccccc3)C2)cc1 (configuration not stated)	3	-7	0	0.2	-4	0	1	-5	9	10
COc1ccc(NC(=S)Nc2ccc(S(N)(=O)=O)cc2)c(C)c1	0	5	1	0.8	5	0	-1	-2	2	-4
C[C@@H]1O[C@@H](O[C@@H]2C(=O)c3c(O)cc(O)cc3O[C@H]2c2ccc(O)c(O)c2)[C@H](O)[C@H](O)[C@H]1O	0	-4	2	0.7	3	-2	-1	0	4	-7
Cc1ccc(CSc2nc3c(c(=O)[nH]2)CCC3)cc1	0	-1	1	-0.3	2	58*	1	3	6	-16
CC(=O)c1cc(C#N)c(N(C)Cc2ccccc2)nc1C	-4	3	0	0.5	0	0	-2	-2	-2	1
CC1(C)CC(=O)C2=C(C1)Nc1ccccc1N1C(=O)c3ccccc3C21 (configuration not stated)	-4	-6	6	-0.5	-1	4	7	4	12	4
Cc1cc(C(=O)CN2C(=O)NC3(CCCC3)C2=O)c(C)n1-c1ccc2c(c1)OCO2	-4	0	-2	-1.6	-3	-4	-1	1	14	-12

(more compounds)
SMILES | ADAM17 inh | Tn6 DDE FP | PLCg1 inh | proKLK7 act | PLCb3 inh | UHRF1 binding | MBD2 DNA inh | Tn7 DDE FP | ARFGAP1 inhibitor | ASAP1 GAP inh
CC[n+]1c(C)n(-c2ccccc2)c2ccc(NC(C)=O)cc21 | -7 | 1 | -143 | 2.3 | -148 | 3 | -3 | -4 | 9 | 7
O=C(C1CC(=O)N(c2ccc(Br)cc2)C1)N1CCCC1 (configuration not stated) | -1 | -12 | 2 | 0.0 | -5 | 1 | -5 | 3 | -12 | 12
O=C(NNC(=S)NC(=O)c1ccc(Br)cc1)c1cccc([N+](=O)[O-])c1 | 7 | 6 | 0 | -0.2 | 2 | -7 | -9 | 2 | -4 | 5
N#Cc1c2n(c3c(=O)n(CC(=O)c4ccc(Br)cc4)cnc13)CCCC2 | -3 | -8 | 0 | -0.8 | -1 | -1 | -2 | -3 | 1 | 11
O=C(C1=C(O)C(=O)N(CCN2CCOCC2)C1c1ccc(Cl)cc1)c1cc2ccccc2o1 (configuration not stated) | -8 | -2 | -12 | 0.1 | -19 | -2 | 16* | 3 | 11 | -7
O=C(O)c1nn(CC(=O)N(C2CCCCC2)C2CCCCC2)c(=O)c2ccccc12 | -4 | -9 | 1 | 0.1 | -4 | 2 | 0 | 0 | 1 | 9
Cc1cc(NC(=O)CCc2ccc(S(=O)(=O)N3CCOCC3)cc2)n(-c2ccccc2)n1 | -1 | -2 | -1 | 0.0 | 0 | 2 | 6 | 1 | -1 | 10
COC(=O)Cn1cnc2c(cnn2-c2ccccc2)c1=O | 4 | -2 | 9 | 0.5 | 7 | 1 | -2 | -6 | -1 | 14
c1csc(-c2ncc3ccccn23)c1 | -31 | 1 | -125 | -2.3 | -144 | -5 | -3 | -6 | 22 | 11
COc1ccccc1CNC(=O)Cc1ccccc1 | -5 | 1 | -1 | -0.1 | -6 | 0 | -5 | 3 | 1 | 4
COC(=O)[C@]12CCCCC=C1N(Cc1ccc(Cl)cc1Cl)C(=O)[C@H](CC(=O)NCCCCc1ccccc1)C2 | 2 | -9 | 6 | 0.5 | 0 | 1 | -3 | 0 | -5 | -6
O=S(=O)(c1cccc2nsnc12)N1CCN(c2ccc(F)cc2)CC1 | -5 | -6 | 1 | -0.4 | -7 | 2 | 0 | -1 | 10 | -5
COc1cc(NC(=O)CCCNC(=O)c2ccc(Cl)cc2)cc(OC)c1 | 1 | 4 | 4 | 0.3 | -1 | 3 | -1 | 0 | 0 | 3
CCC(=NCCc1ccccc1)C1=C(O)CCC1=O | 2 | 2 | 9 | 0.8 | 4 | 3 | -3 | -8 | -3 | 1
CCOc1ccccc1N(C(=O)Nc1ccc(Cl)cc1)C1=NCCS1 | -6 | -10 | 4 | -0.4 | 2 | 6 | 5 | -5 | 10 | 1
COC(=O)[C@@H](NC(=O)NCCC1=CCCCC1)C(C)C | -3 | 1 | -2 | 0.4 | -6 | 1 | 0 | 5 | -3 | -13
CCc1nc2c(sc3nc4c(cc32)COC(C)(C)C4)c(=O)n1Cc1ccccc1 | -2 | 2 | 3 | 0.0 | -1 | 1 | -4 | 4 | 1 | -17
CCOC(=O)CCC(NC(=O)c1ccccc1C(=O)NC(CCC(=O)OCC)C(=O)OCC)C(=O)OCC (configuration not stated) | -6 | -6 | 0 | -0.1 | 0 | 1 | 2 | 5 | 17 | 11
CCCc1c(-c2ccccc2OC)ncn1CCc1ccccc1OC | -3 | -7 | 0 | 0.0 | -1 | 3 | 4 | 0 | 17 | -1
CCN(CC)c1ccc(/C=C(\C#N)C(=O)NCc2ccco2)cc1 | 5 | 10 | -67 | -0.1 | -79 | -6 | 2 | 0 | 5 | -2
COCc1cc(=O)[nH]c(Sc2c(-c3ccccc3)c3ccc(Cl)cc3[nH]c2=O)n1 | 5 | -5 | 1 | 0.4 | -7 | 5 | 4 | -4 | 8 | -1
Cc1cccn2c(=O)c3cc(C#N)c(=NC(=O)c4cccs4)n(CCCOC(C)C)c3nc12 | -382 | 8 | -112 | 6.8 | -160 | -5 | -6 | 3 | -13 | 7
